Screens as filed in PubChem.
ZTA DNA inh – ZTA (EBV) inhibition in EBNA-1 counter-screen; P03206; ZTA-DNA binding, fluorescence polarization; inhibition, % at 11 µM; 320,000 tested, 0.15% active; in the data active means inhibition above about 33%
Target sequence (P03206 whole entry, looked up): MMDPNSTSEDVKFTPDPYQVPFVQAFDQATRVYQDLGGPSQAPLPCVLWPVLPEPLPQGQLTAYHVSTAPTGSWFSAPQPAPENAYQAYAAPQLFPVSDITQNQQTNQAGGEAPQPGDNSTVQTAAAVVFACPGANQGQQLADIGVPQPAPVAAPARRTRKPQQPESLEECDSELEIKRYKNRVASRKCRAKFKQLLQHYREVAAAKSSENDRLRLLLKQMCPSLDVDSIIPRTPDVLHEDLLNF
PP5 primary – PP5 (human) phosphatase inhibition; P53041; purified PP5c, OMFP substrate fluorescence; inhibition, % at 6.7 µM; 320,000 tested, 0.18% active;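 active means inhibition above the campaign's mean inhibition across all tested compounds plus 3 SD, cut at about 9.5% in these data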;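 further: 0% = DMSO only and 100% = 100 µM cantharidin control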
Target sequence (P53041 whole entry, looked up): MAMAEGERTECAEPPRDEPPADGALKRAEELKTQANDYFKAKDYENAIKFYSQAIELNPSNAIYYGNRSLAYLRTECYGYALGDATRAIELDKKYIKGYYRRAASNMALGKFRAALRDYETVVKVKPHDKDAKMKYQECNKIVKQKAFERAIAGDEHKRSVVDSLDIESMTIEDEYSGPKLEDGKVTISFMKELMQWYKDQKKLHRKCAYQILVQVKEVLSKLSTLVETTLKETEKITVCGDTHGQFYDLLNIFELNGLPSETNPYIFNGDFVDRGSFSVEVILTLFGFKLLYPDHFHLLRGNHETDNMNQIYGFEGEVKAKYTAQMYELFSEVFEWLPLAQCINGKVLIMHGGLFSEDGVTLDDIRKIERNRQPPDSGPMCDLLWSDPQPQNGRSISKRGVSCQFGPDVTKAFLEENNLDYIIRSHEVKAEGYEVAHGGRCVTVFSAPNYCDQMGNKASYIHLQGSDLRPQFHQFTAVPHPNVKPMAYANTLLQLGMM
Efflux pump inh – inhibitors of Candida antifungal efflux pumps expressed in yeast. AID 485275. S. cerevisiae Candida pump triplex, Nile Red efflux. inhibition, % at 10 µM. 330,000 tested, 0.44% active;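 active means plate passing quality check with inhibition over a set limit, or well fluorescence over plate mean plus 4 SD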;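 further: Nile Red retained in pooled yeast measured as flow cytometry median fluorescence; 0% = buffer negative control and 100% = Enniatin B positive control; higher means more Nile Red kept so more efflux inhibition; some compounds called inactive have numbers as strong as hits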
PREPL inh – human PREPL enzyme inhibition | Q4J6C6 | recombinant PREPL, fluorescence polarization activity-based probe | inhibition, % at 5.96 µM | 320,000 tested, 0.68% active; in the data active means inhibition above about 43%;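 further: 0% = enzyme with DMSO and 100% = wells lacking enzyme; many of its hits are not listed in these tables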
EBNA-1 inh – blocks EBNA-1 binding to DNA | 300,000 tested, 0.34% active | inhibition, % at 14.8 µM | EBNA-1 DNA binding, fluorescence polarization | AID 1950; in the data active means inhibition above about 28%
PP1 counter – counter-screen for PP5 inhibitors: inhibitors of human PP1-alpha; P62136; inhibition, % at 6.7 µM; purified PP1alpha, OMFP fluorescence; 320,000 tested, 0.9% active;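 active means inhibition above the mean inhibition of all tested compounds plus 3 SD, computed separately for each screening campaign, cut at about 15% in these data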
Target sequence (P62136 whole entry, looked up): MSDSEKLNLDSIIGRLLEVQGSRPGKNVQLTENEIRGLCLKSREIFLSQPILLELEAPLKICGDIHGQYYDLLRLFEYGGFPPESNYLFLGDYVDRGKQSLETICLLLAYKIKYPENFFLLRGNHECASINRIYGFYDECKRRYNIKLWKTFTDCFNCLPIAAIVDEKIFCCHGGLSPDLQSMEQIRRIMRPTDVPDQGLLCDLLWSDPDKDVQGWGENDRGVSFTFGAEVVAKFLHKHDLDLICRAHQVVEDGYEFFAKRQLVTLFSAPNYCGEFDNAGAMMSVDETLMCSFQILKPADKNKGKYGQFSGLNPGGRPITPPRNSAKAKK
TPT1 inhibitor – inhibitors of Candida albicans tRNA 2'-phosphotransferase TPT1. recombinant caTPT1, FP RNA substrate dephosphorylation. inhibition, % at 5 µM. 300,000 tested, 0.81% active;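 active means inhibition above the mean of all tested compounds plus 3 SD, set per screening campaign, cut at about 24% in these data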;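 further: plate controls were DMSO alone for no effect and ferristatin control at 100 nM for full effect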
Fh CTSL1 inh – cathepsin L1 inhibition, PFM18AAP counter-screen. recombinant F. hepatica cathepsin L1, Z-Leu-Arg-MCA fluorescence. inhibition, % at 5.96 µM. 300,000 tested, 0.49% active;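 active means inhibition above the mean of all tested compounds plus 3 SD, set per screening campaign, cut at about 17% in these data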;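 further: 0% = plate median of test compound wells and 100% = 1 µM Z-Phe-Ala-diazomethylketone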
HCV core dimer – HCV core protein dimerization inhibition. TR-FRET GST/Flag-core106 dimerization, 1536-well. inhibition, % at 5 µM. 300,000 tested, 0.33% active. AID 1899;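 active means inhibition above the mean of all tested compounds plus 3 SD, set per screening campaign, cut at about 45% in these data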
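Material: Tagged HCV core106 pair (GST and Flag) | Amount: GST-core106 13.5 nM, Flag-core106 17 nM | Medium: KF-containing HEPES buffer, pH 7.45, DTT, CHAPS, BSA | Reagent: Eu donor and XL665 acceptor anti-tag antibodies | Schedule: 4 h at 22.5 °C | Technique: Time-resolved FRET, ex 340 nm, em 617 and 671 nm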
* hit, by the source's call; x = not tested or not shown. An excerpt. The share of hits here may be higher or lower than overall.

#	SMILES	ZTA DNA inh	PP5 primary	Efflux pump inh	PREPL inh	EBNA-1 inh	PP1 counter	TPT1 inhibitor	Fh CTSL1 inh	HCV core dimer
1	CCOC(=O)N1CCN(c2c(NCCN3CCCCC3CC)c(=O)c2=O)CC1 (stereo not given)	3	0.5	0.0	5	1	-1	3	0	-13
2	COC(=O)C(Nc1nccs1)(OC)C(F)(F)F (stereo not given)	-11	-5.9	0.0	16	8	-4	-16	2	0
3	O=C1ON=C(c2ccccc2)/C1=C/c1ccc(O)cc1	24	-0.2	-0.1	-4	14	-1	0	-2	11
4	Cc1ccc(SCc2cc(-c3ccc(Cl)cc3)no2)cc1	7	-0.2	-0.1	-5	3	-2	-7	-1	-1
5	CCOC(=O)c1c(/N=C/N(C)C)sc(/C=N/Nc2ccccc2)c1-c1ccccc1Cl	0	1.6	-0.1	-1	-5	-1	35*	4	17
6	CCOC(=O)c1c(C)c(C(=O)NCc2ccco2)c(C)n1CC	3	-0.2	0.0	-2	11	2	-1	2	4
7	O=C(Cn1cc2c(n1)CCCC2)NCCCN1CCN(C2CCCCC2)CC1	8	0.4	-0.1	8	-3	-1	-3	0	1
8	Cn1c(=O)c2c(ncn2CC(=O)Nc2ccccc2)n(C)c1=O	4	-0.5	0.5	22	-10	-3	-1	9	1
9	CCN(c1ccccc1)S(=O)(=O)c1cccc(C(=O)NCC(c2cccs2)N(C)C)c1 (stereo not given)	5	-0.7	0.5	17	-3	-3	2	3	0
10	COC(=O)c1ccc(NC(=S)N2CCCC2)cc1	-3	2.0	0.3	-10	6	-3	2	4	1
11	Cn1c(=O)c2cc(S(=O)(=O)NCCC(=O)NCCC3=CCCCC3)ccc2n(C)c1=O	2	1.2	-0.2	20	9	1	0	-5	3
12	CCCC(=O)c1c(C)c2ccccc2n1C	-5	1.7	0.3	22	-23	5	1	-1	-2
13	Nc1nnc(SCc2ccc(Cl)cc2)s1	-12	0.1	-0.2	16	0	-1	-1	2	-2
14	COCc1ccc(C(=O)Nc2ccc(C(=O)O)cc2)o1	-19	2.6	-0.1	8	-2	4	-5	1	-1
15	CCCNNC(=O)C(O)(c1cccc(C)c1)c1cccc(C)c1	1	1.1	0.1	-3	2	1	1	-2	-8
16	Cc1ccc(OCC(O)CN2CCN(Cc3ccc4c(c3)OCO4)CC2)cc1C (stereo not given)	-7	1.2	-0.1	7	-3	1	0	-1	-13
17	Cc1ccccc1CN(c1ccc(C(=O)NCCC2=CCCCC2)cc1)S(C)(=O)=O	-2	2.8	0.2	-10	-2	0	-3	1	4
18	Cc1ccn2c(=O)c(NC(=O)c3ccc(Br)o3)c(C)nc2c1	-1	-0.4	-0.2	1	5	6	0	4	1
19	O=S1(=O)CCO[C@H]2Cc3ccccc3[C@H]2N1Cc1cccc(Cl)c1	3	3.8	-0.1	-2	5	2	-2	1	4
20	CCc1ccc(NC(=O)CCc2nnc3ccc(N4CCCC4)nn23)cc1	-7	1.3	0.0	4	7	2	-1	0	4

The final 5 compounds of the section above are carried over, then new ones follow.
#	SMILES	ZTA DNA inh	PP5 primary	Efflux pump inh	PREPL inh	EBNA-1 inh	PP1 counter	TPT1 inhibitor	Fh CTSL1 inh	HCV core dimer
16	Cc1ccc(OCC(O)CN2CCN(Cc3ccc4c(c3)OCO4)CC2)cc1C (stereo not given)	-7	1.2	-0.1	7	-3	1	0	-1	-13
17	Cc1ccccc1CN(c1ccc(C(=O)NCCC2=CCCCC2)cc1)S(C)(=O)=O	-2	2.8	0.2	-10	-2	0	-3	1	4
18	Cc1ccn2c(=O)c(NC(=O)c3ccc(Br)o3)c(C)nc2c1	-1	-0.4	-0.2	1	5	6	0	4	1
19	O=S1(=O)CCO[C@H]2Cc3ccccc3[C@H]2N1Cc1cccc(Cl)c1	3	3.8	-0.1	-2	5	2	-2	1	4
20	CCc1ccc(NC(=O)CCc2nnc3ccc(N4CCCC4)nn23)cc1	-7	1.3	0.0	4	7	2	-1	0	4
21	Cc1cc(C)nc(NS(=O)(=O)c2ccc(N=NN(C)C)cc2)n1	-2	1.1	0.1	10	1	2	0	0	-4
22	COc1cccc(OC)c1CN(C)C(=O)c1cnccc1C(F)(F)F	10	0.4	0.0	2	7	-1	1	-1	-3
23	CC1(C)CC2C1CCC1(O)CC2(C)CCC1N(O)c1ccc(C(=O)NCCO)cn1 (stereo not given)	0	1.7	-0.1	13	x	-2	x	x	x
24	CCOP(=O)(c1ccc(N(C)C)cc1)C(O)c1ccccc1OC (stereo not given)	22	-1.0	0.0	7	7	-1	-1	1	2
25	CCC(Oc1ccc(F)cc1)C(=O)N1CCCCCCC1 (stereo not given)	3	-2.0	-0.1	9	-2	-4	0	4	10
26	COc1cccc(CNS(=O)(=O)c2ccc3c(c2)CCN3C(=O)C2CC2)c1	-5	-3.5	0.0	-4	-1	0	2	-1	-1
27	O=C(O)c1nn(-c2ccccc2-c2n[nH]c(=O)[nH]c2=O)c(=O)[nH]c1=O	-22	-3.6	0.2	17	-21	-5	-9	-8	5
28	Cc1cccc(-c2nnc(-c3cccc(NC(=O)Cc4cccs4)c3)o2)c1	-2	1.1	0.3	-18	-20	-1	1	2	3
29	CCCCn1c(CNC(C)=O)nc2ccccc21	4	0.8	-0.1	5	2	-3	-2	1	0
30	COc1cccc(-c2cc(C(=O)Nc3c(C)nn(Cc4ccccc4)c3C)no2)c1	1	5.1	0.1	12	-11	-4	0	-6	10
31	C=CCN1C(=O)/C(=C\C=C2\N(C)c3ccccc3C2(C)C)SC1=S	8	0.0	0.2	-20	5	-2	116*	2	10
32	CCCOc1ccc(N2C(=O)CC(SCC(N)C(=O)OCC)C2=O)cc1 (stereo not given)	-9	-0.8	-0.1	6	-8	-2	-5	1	-6
33	Cc1cc(Br)ccc1OCCCCN1CCC(C)CC1	-19	2.6	0.0	32	-10	3	-3	-7	-10
34	COc1ccc(NC(=O)CCNS(=O)(=O)c2ccc3c(c2)CCC(=O)N3)cc1	-5	5.0	0.1	-6	-14	-9	1	0	8
35	Cc1ccc(/C=N/OC(=O)c2c(C)noc2-c2snnc2C)cc1	17	-2.1	-0.1	10	7	-5	1	0	1
36	O=C(CSc1nnc(CNc2ccccc2)o1)N1CCN(C(=O)c2ccco2)CC1	-11	0.8	0.0	5	-2	-2	2	4	1
37	O=C(Cn1nnc(-c2ccc3c(c2)OCO3)n1)NCc1ccco1	14	-0.6	-0.2	2	6	-1	0	5	11
38	CCN1CCN(S(=O)(=O)c2cc(OCC(=O)NC3CCCCC3)c(C)cc2Cl)CC1	5	-0.5	0.1	13	6	-2	3	1	2
39	CC1(C)CC(=O)C(C(=O)c2ccccc2)C(=O)C1	3	0.3	0.1	6	-2	5	2	-1	-1
40	COc1cc(CNC2CCCC2)cc(Cl)c1OCc1ccc(F)cc1	-3	-1.4	-0.1	-36	3	2	-5	2	-5

Next section:
#	SMILES	ZTA DNA inh	PP5 primary	Efflux pump inh	PREPL inh	EBNA-1 inh	PP1 counter	TPT1 inhibitor	Fh CTSL1 inh	HCV core dimer
41	C=CCn1c(SCC(=O)/C(C#N)=C(\C)N)nc2sc(CC)cc2c1=O	25	-0.6	-0.2	-16	6	-3	-4	3	6
42	CC(On1nnc2ccccc21)C(=O)N1CCN(Cc2ccccc2)CC1 (stereo not given)	2	-1.8	0.0	15	5	-2	-1	8	0
43	C#CCOCCOCCOCCNc1nc(OC)nc(N2CCN(C(=O)[C@H](CCC(=O)O)n3cc(C(N)CO)nn3)CC2)n1 (stereo not given in full)	5	1.1	0.1	-1	-6	-4	3	-3	-9
44	CCOC(=O)C1(CCOc2ccccc2)CCN(Cc2ccc(OCCO)cc2)CC1	1	3.3	0.2	-27	-2	-1	-2	-19	-7
45	CN(C(=O)CC1C(=O)NCCN1Cc1cccc(F)c1F)C1CCOCC1 (stereo not given)	9	0.8	0.3	5	-5	1	-8	1	-3
46	O=C(Nc1cccc(-c2ccc(N3CCCCC3)nn2)c1)c1ccc(Br)o1	9	2.3	0.1	3	6	6	-3	2	10
47	Cc1ccc(CC(=O)N2CCN(S(=O)(=O)c3ccccc3)CC2)cc1C	4	0.2	0.0	1	-9	-2	0	-6	1
48	CC(c1ccccc1)n1c(-c2cccs2)nc2c(c(=O)c3ccccc3n2C)c1=O (stereo not given)	-2	0.6	-0.1	0	-1	5	1	6	13
49	Cc1cc(C(F)(F)F)nn1CC(=O)NCC1CCCO1 (stereo not given)	19	0.9	-0.1	1	13	-1	-2	-1	0
50	CC(O)[C@H]1CNCCN1CCc1cccc2ccccc12 (stereo not given in full)	-9	-0.9	0.0	15	4	2	2	1	7
51	C=CCO/N=C(/CCC)C1=C(N)CC(C)(C)CC1=O	-12	1.1	0.1	-2	-6	-3	-2	-1	0
52	N#CC1=C(N)Oc2n[nH]c(-c3ccccc3)c2C12C(=O)Nc1ccccc12 (stereo not given)	-9	1.6	0.0	2	-7	2	0	-3	-2
53	O=C(CCCN1C(=O)C2CC=CCC2C1=O)Nc1ccccc1F (stereo not given)	8	-0.6	-0.1	4	8	-3	0	-1	-5
54	Cc1nnsc1NC(=O)OCc1ccccc1Cl	8	4.6	0.3	-1	-15	-3	-3	-3	0
55	O=C(c1ccc(-c2ccc([N+](=O)[O-])cc2Cl)o1)N1CCOCC1	0	2.7	0.2	12	-11	3	-3	0	1
56	Cc1ccc(C)c(OCc2nc3ccccc3[nH]2)c1	0	2.2	0.3	-7	-10	0	-1	-2	-4
57	CC[C@H](C)[C@H](NC(N)=O)C(=O)Nc1ccc(S(=O)(=O)NC(C)C)cc1	17	-0.9	0.1	-2	5	-3	-1	0	2
58	O=C(COc1ccc2c(c1)OCO2)Nc1ccccc1F	-6	0.6	-0.1	0	12	-2	-1	0	-2
59	COC(=O)c1ccccc1NC(=O)c1ccc(COc2ccccc2)o1	-5	0.3	0.1	0	8	2	-4	4	2
60	COc1ccc(OC)c(NC(=O)CSc2ccc3ccccc3c2)c1	-4	2.4	0.1	5	-6	0	5	11	10

(more compounds)
#	SMILES	ZTA DNA inh	PP5 primary	Efflux pump inh	PREPL inh	EBNA-1 inh	PP1 counter	TPT1 inhibitor	Fh CTSL1 inh	HCV core dimer
61	O=C(CCl)Nc1ccc(N2CCCCCC2)cc1	-4	0.5	0.2	16	-5	2	-1	21*	3
62	NNC(=O)c1csc(-c2ccccc2)n1	-7	-2.9	0.0	-8	-4	1	-1	2	-3
63	CCOc1cccc(SCc2noc(C(=O)NCCOC)c2C(=O)O)c1	-3	1.1	-0.1	0	7	-5	-3	-1	-15
64	CC(C)c1ccc(OCC(=O)Nc2ccc(S(=O)(=O)Nc3ccccn3)cc2)cc1	-3	1.3	0.0	-6	2	-6	-1	-1	8
65	CCOC(=O)c1c(NC(=O)c2c(Br)cnn2CC)sc(C)c1C	1	0.8	-0.1	-3	-2	1	-1	0	4
66	Cn1c(CC(=O)Nc2ccccc2)nnc1SCC(=O)NC1CCCC1	0	0.0	-0.1	-3	-4	2	-2	-7	4
67	COC(=O)COc1ccc(Cl)cc1C1Nc2ccccc2C(=O)N1c1ccc(OC)cc1 (stereo not given)	-8	1.5	0.1	8	-7	-1	2	-1	1
68	Cc1ccccc1N(CC(=O)Nc1ccccc1C(=O)NCc1ccco1)S(=O)(=O)c1ccccc1	21	3.4	-0.2	0	11	0	2	3	20
69	CC12CNCC(C)(CN(C3(O)C(=O)Nc4ccc(Br)cc43)C1)C2=O (stereo not given)	-1	-1.1	-0.1	2	-5	4	0	0	-4
70	NC(=O)c1cc(S(=O)(=O)Nc2ccccc2)cs1	-2	1.4	-0.1	1	6	-4	-3	-1	13
71	CCOc1ccccc1C(=O)Nc1nnc(SCC(=O)N2CCOCC2)s1	12	1.4	-0.1	15	4	1	-2	0	-4
72	CC(Cc1cccnc1)NC(=O)c1cc(COc2ccc(F)cc2Cl)on1 (stereo not given)	2	-2.5	0.1	8	2	-1	-2	1	-4
73	N#Cc1c(Nc2ccccc2Cl)s[nH]c1=O	8	-3.5	-0.1	-3	8	-1	-1	3	5
